Bioassay records (PubChem BioAssay)
ALOX12 inh: Primary qHTS assay for inhibitors of human arachidonate 12S-lipoxygenase (ALOX12): Round 2 | Potency, µM (highest dose often 108 µM), inactives show at the top dose activity change, negative = inhibition, usual class: inhibitors | Polyunsaturated fatty acid lipoxygenase ALOX12 (Homo sapiens), P18054 | AID 1671190, 2021 | purified 12hLO, xylenol orange hydroperoxide absorbance | 1.1% of 580,000 active; note: potency is the fitted concentration of half-maximal effect; % is set by controls: 0 for no effect and ±100 for the full control effect
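Purified human 12hLO (150 nM final) in 25 mM Hepes, 0.01% Triton X-100, pH 7.0 was preincubated 15 min at room temperature with compound. Then 40 uM arachidonic acid was added, 30 min. Hydroperoxide was read by Fe-XO absorbance ratio 573/405 nm.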
G9a inh: qHTS Assay for Inhibitors of Histone Lysine Methyltransferase G9a. G9a H3K9 monomethylation, AlphaScreen, 2 h. Potency, µM (doses to about 102 µM), for inactives: at the top dose activity, negative = inhibition, usual class: inhibitors. 8.8% of 350,000 active. Histone-lysine N-methyltransferase EHMT2 (Homo sapiens), Q96KQ7. AID 504332, 2011; note: potency is the fitted concentration of half-maximal effect; % is set by controls: 0 for no effect and ±100 for the full control effect; nearly all actives have a fitted effect of over 75% in size
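G9a (20 nM) preincubated 15 min RT with compounds, then 500 nM biotinylated H3K9 peptide and 20 uM SAM added; 2 h RT reaction. Monomethyl-H3K9 product detected by AlphaScreen with anti-H3K9me1 antibody, streptavidin donor and anti-rabbit IgG acceptor beads.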
HP1b binding inh: HTS for Inhibitors of HP1-beta Chromodomain Interactions with Methylated Histone Tails; Potency, µM (top dose mostly 114 µM), for inactives: top-dose activity change, negative = inhibition, most hits filed as inhibitors; AID 540317, 2011; 0.56% of 390,000 active; AlphaScreen HP1-beta / biotin-H3K9me3 peptide binding; note: potency is the fitted concentration of half-maximal effect; nearly all actives have a fitted effect of over 70% in size; inactives centre near 23
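AlphaScreen: HP1-beta (50 nM) preformed 30 min with biotin-H3(1-18)K9me3 peptide (50 nM) in PBS pH 7.4, 0.01% Tween-20. Compound added for 30 min at RT, then streptavidin donor/nickel chelate acceptor beads (10 ug/mL) for 30 min.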
ERG Ets-DNA blk: qHTS for Small Molecule Inhibitors of the ERG Ets/DNA interaction; Transcriptional regulator ERG (Homo sapiens), P11308; fluorescence polarization, His-ERG Ets domain / labelled DNA; Potency, µM (titrated, usually from 76.9 µM), inactives show at the top dose FP activity, negative = inhibition, usual class: inhibitors; 0.028% of 370,000 active; AID 624246, 2012; active = well fitted inhibition curve with a large enough effect in the polarisation, with a control signal flat; inconclusive = small, poorly fitted or top-dose-only effect, or effect the other way, or a change in a side signal; inactive = no such curve, though single readings can be large or run the other way; the % refers to the polarisation;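 note: polarization taken with two DNA probes labelled with fluorescein and Texas red; potency is the fitted concentration of half-maximal effect; % of control where 0% means no effect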
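His-tagged ERG Ets domain (1 uM in the protein solution; 300mM KCl, 50mM Tris-HCl, 1mM EDTA, 1mM DTT, pH 7.5) received compound, then a probe mix of 5 nM fluorescein-DNA and 100nM Texas-615-DNA. Fluorescence polarization was read for both dyes.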
RGS4 inh: Inhibitors of Regulator of G Protein Signaling (RGS) 4: qHTS; Transcreener GDP fluorescence polarization, RGS4-accelerated GTP hydrolysis; Regulator of G-protein signaling 4 (Homo sapiens), P49798; 0.039% of 390,000 active; Potency, µM (doses to about 114 µM), inactives show at the top dose activity change, negative = inhibition, most hits filed as inhibitors; note: potency is the fitted concentration of half-maximal effect; % is set by controls: 0 for no effect and ±100 for the full control effect; nearly all actives have a fitted effect of over 75% in size; some results filed as inactive show a strong effect at the top dose
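MLSMR compounds (23 nl, pin-transferred) preincubated 10 min at room temperature with a 500nM (2x) first reagent, then RGS4 at 900nM (2x) plus Transcreener GDP mix added; fluorescence polarization (620/688 nm) read before and after 90 min at 30 °C.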
JMJD2A Tudor: qHTS Assay for Inhibitors of JMJD2A-Tudor Domain | Potency, µM (series often up to 114 µM), inactives show at the top dose activity change, negative = inhibition, usual class: inhibitors | AID 504339, 2011 | 4.4% of 390,000 active | Lysine-specific demethylase 4A (Homo sapiens), O75164 | AlphaScreen JMJD2A-Tudor / H3K4me3 peptide binding; note: potency is the fitted concentration of half-maximal effect; % is set by controls: 0 for no effect and ±100 for the full control effect; nearly all actives have a fitted effect of over 50% in size
PI4K2A inh: qHTS for small molecular inhibitors of PI4K2A. purified PI4K2A, ADP-Glo luminescence, 1 h; active compounds read low. activity change, negative = inhibition, % at 76.9 µM. 0.13% of 420,000 active. AID 1346378, 2018; in the data active = activity change below about -50%; inconclusive = mostly about -30% to -49%;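 note: -100% = wells without enzyme as full effect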
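PI4K2A activity was measured by ADP-Glo luminescence: enzyme (4 ug/mL stock) and phosphatidylinositol (1.2 mM stock) in Tris pH 7.5/MgCl2/EGTA/Triton X-100 buffer were reacted with ATP (300 microM stock) for one hour at ambient temperature.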
BAZ2B block: qHTS Assay for Inhibitors of BAZ2B; 4.4% of 360,000 active; Bromodomain adjacent to zinc finger domain protein 2B (Homo sapiens), Q9UIF8; Potency, µM (series often up to 114 µM), for inactives: top-dose activity change, negative = inhibition, actives largely listed as inhibitors; AlphaScreen BAZ2B-H3K14Ac peptide displacement; AID 504333, 2011; note: potency is the fitted concentration of half-maximal effect; % is set by controls: 0 for no effect and ±100 for the full control effect; nearly all actives have a fitted effect of over 60% in size
Target sequence (Q9UIF8 whole entry, looked up, the tested form may be a part): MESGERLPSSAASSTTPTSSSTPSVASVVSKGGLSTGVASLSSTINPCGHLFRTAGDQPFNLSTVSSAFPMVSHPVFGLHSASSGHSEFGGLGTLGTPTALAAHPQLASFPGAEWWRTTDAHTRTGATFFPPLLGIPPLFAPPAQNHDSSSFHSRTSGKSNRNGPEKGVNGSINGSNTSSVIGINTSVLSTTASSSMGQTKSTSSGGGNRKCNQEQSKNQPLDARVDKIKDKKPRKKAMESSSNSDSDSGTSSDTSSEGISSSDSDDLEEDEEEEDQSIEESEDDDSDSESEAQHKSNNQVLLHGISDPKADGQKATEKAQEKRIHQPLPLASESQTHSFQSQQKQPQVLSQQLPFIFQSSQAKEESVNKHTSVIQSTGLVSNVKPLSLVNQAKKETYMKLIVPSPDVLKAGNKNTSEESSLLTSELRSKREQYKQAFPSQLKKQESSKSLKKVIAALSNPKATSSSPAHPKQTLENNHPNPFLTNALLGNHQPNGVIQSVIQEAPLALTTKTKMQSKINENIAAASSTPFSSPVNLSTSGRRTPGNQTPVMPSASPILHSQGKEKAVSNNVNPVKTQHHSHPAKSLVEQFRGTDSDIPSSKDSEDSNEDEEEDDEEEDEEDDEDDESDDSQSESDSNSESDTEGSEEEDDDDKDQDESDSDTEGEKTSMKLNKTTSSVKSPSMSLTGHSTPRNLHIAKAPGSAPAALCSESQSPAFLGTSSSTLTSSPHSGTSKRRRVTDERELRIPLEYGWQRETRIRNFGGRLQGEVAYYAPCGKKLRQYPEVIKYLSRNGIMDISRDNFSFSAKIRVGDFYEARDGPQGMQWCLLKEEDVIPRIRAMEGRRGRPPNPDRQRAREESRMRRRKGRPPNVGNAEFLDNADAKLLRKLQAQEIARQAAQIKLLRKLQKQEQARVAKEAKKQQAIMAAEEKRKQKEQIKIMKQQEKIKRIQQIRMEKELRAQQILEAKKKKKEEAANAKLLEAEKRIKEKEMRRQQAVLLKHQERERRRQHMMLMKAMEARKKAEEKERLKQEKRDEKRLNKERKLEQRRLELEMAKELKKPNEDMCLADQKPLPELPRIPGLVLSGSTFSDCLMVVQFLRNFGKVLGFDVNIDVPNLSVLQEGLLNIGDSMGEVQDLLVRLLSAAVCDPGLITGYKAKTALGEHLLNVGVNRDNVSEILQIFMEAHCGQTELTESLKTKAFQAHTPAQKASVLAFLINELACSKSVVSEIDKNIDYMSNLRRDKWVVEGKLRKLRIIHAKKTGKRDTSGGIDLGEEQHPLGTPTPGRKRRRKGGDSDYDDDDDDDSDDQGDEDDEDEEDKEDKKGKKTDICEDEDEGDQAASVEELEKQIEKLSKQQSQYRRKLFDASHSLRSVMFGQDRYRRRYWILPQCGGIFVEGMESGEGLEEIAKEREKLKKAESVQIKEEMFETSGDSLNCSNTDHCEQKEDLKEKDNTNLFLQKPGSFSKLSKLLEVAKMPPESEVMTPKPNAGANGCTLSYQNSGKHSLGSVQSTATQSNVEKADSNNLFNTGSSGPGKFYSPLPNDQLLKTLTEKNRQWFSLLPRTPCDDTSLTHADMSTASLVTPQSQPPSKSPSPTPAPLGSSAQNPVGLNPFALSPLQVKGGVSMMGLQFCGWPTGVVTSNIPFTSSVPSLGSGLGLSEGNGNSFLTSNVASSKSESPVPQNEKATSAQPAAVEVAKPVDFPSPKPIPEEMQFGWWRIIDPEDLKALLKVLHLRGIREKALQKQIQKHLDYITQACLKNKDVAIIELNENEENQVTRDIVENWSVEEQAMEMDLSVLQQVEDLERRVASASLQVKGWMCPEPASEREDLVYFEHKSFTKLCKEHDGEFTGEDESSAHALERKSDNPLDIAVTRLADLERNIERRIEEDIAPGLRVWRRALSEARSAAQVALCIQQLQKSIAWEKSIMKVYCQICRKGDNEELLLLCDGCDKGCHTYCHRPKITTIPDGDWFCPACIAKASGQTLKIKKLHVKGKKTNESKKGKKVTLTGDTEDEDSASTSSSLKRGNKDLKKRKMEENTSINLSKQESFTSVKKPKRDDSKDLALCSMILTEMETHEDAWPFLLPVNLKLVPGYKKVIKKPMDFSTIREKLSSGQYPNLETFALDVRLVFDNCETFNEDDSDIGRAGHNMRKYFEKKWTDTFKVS
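In this displacement format the biotinylated H3(5-23) peptide acetylated at Lys14 serves as ligand at 50 nM, with BAZ2B at 50 nM in PBS pH 7.4 containing 0.01% Tween-20. Donor and acceptor beads are 10 ug/mL final.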
GLS inh: qHTS for Inhibitors of Glutaminase (GLS) | Potency, µM (series often up to 45.5 µM), for inactives: at the top dose activity change, negative = inhibition, usual class: inhibitors | 0.21% of 410,000 active | GLS enzymatic activity, qHTS titration | Glutaminase kidney isoform, mitochondrial (Homo sapiens), O94925; note: potency is the fitted concentration of half-maximal effect; % is set by controls: 0 for no effect and ±100 for the full control effect
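hKGA in 45 mM KH2PO4 (pH 8.2), 0.02% Tween-20 with compound, then 1mM L-Glutamine (stock as added) plus glutamate oxidase/HRP/Amplex red coupling mix. Fluorescence read initially and after 30 min at RT; signal change reflects glutamate formation.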
Numbers without * were called inactive; ? = inconclusive; . = not tested or not shown; & = joins results of further samples; [ ] = remark or other dose. Unless noted, calls come from the whole dose curve; as a rule, active = well fitted curve in the direction sought with a large enough effect; inconclusive = small, poorly fitted or top-dose-only effect, or another doubt; inactive = no such curve, though single readings can be large; an effect the other way counts as inactive or inconclusive. This is a subset; count on the stated rates, not on these rows.

Values run as follows: ALOX12 inh, G9a inh, HP1b binding inh, ERG Ets-DNA blk, RGS4 inh, JMJD2A Tudor, PI4K2A inh, BAZ2B block, GLS inh
CC(C)C(NC(=O)COc1ccccc1)C(=O)O (stereo unspecified)
  -21%, -43%, 40%[activator], -5%, 8%, -3%, 2, 1%, -2%
CCOc1ccc(OCCNC(=O)c2ccc3c(c2)nnn3CC)cc1
  411%[activator], ., 14%, -5%[15.4 µM], -23%, -14%, 0, ., 15%
COC(=O)CC/C(O)=C1/C(=N)CC(C)(C)CC1=O
  -18%, -5%, 30%, -5%, -30%, 19%, -18, 0%, -9%
Cc1ccc(NC(=S)N(C)N)cc1Cl
  ?, 32µM*, 59%[activator], -1%, -20%, 3%, -4, ?, -2%
C[C@H](CO)N1C[C@H](C)[C@@H](CN(C)Cc2ccc(Cl)c(Cl)c2)Oc2c(NS(=O)(=O)c3cn(C)cn3)cccc2C1=O
  -1%, ., 17%, 10%, 15%, -25%, -1, ., 1%
CSCCC(NS(=O)(=O)/C=C/c1ccccc1)C(=O)N1CCC(C)CC1 (stereo unspecified)
  -11%, -4%[59 µM], 28%, 0%, 3%[11.4 µM], -3%[11.4 µM], 7, 11%, -20%
O=C(NCc1ccco1)C(=O)c1c[nH]c2ccccc12
  1%, 28%[12.7 µM], 35%, 11%, -25%, -25%, -1, ?, -5%
CC(C)n1nnnc1SCC(=O)N1N=C(c2cccs2)CC1c1cccs1 (stereo unspecified)
  364%[activator], -13%[59 µM], 41%[activator], 5%, -2%, -4%, -1, 10%, -6%
CNC(=O)COc1ccc(S(=O)(=O)Nc2ccc(OC)cc2)cc1
  -5%, ., -2%, 3%, -4%, -8%, 1, -11%, 21%
CC(C)NC(=O)c1cc(-c2cccs2)on1
  1%, 19%[12.7 µM], 57%[activator], 2%, -7%, 4%, 0, -6%, 8%
CCOc1ccc(CNC(=O)c2ccc3c(c2)nc2n3CCOC2)cc1OC
  -2%, -11%[59 µM], 13%[57 µM], 1%, 11%, -9%, 3, 2%, 4%
Cc1ccc(-c2n[nH]c(=O)c3ccccc23)cc1S(=O)(=O)N(C)C
  1%&-6%, ., 45%[activator], -1%, 13%, 3%, 2, -16%, -7%
Cc1nc(C)c(C(=O)C2=C(O)C(=O)N(CCCn3ccnc3)C2c2ccc(Cl)cc2)s1 (stereo unspecified)
  -7%, -26%, -1%, 4%, 3%, ?, -10, -7%, -2%
COc1ccc(-c2ccc(N)cn2)cn1
  0%, -2%[0.501 µM], 39%[activator], 2%, -43%, -24%, -1, 1%, 9%
CCSc1nnc(NS(=O)(=O)c2ccc(OC)cc2)s1
  ?, 2%, 33%, 8%, 13%, -13%, -4, 2%, 19%
Cc1cc(SCC(=O)OCC(=O)c2c(N)n(C)c(=O)n(C)c2=O)c(C)cc1Br
  -17%, 9%, 30%, -1%, 2%, -14%, 1, -4%, -13%
O=C(c1ccc([N+](=O)[O-])s1)N1CCN(c2ccccn2)CC1
  12%, 27%, -34%, 4%, -26%, ?, 4, -8%, 5%
COc1ccc(CNC(=O)C2CCCN2S(=O)(=O)c2ccccc2)cc1 (stereo unspecified)
  22%, 10%[59 µM], 31%, ., 4%, -7%, -4, 1%, 3%
COc1ccc(C(=O)c2ccc(OC)c(OC)c2OC)cc1
  -10%, ., 40%[activator], -2%, 3%, 0%, -8, ., -8%
Cc1ccc(CC2C(=O)N(c3cc(C)ccc3C)C(=O)C2C)cc1 (stereo unspecified)
  -19%, 10%[59 µM], 54%[activator], 2%, 32%, 15%, 4, -2%, 2%
O=C(O)CCNS(=O)(=O)c1ccc2ccccc2c1
  -22%, 19%, 12%, -6%, 38%, -17%, 1, ?, 6%
COc1cccc(/C=c2/s/c(=C(\C#N)C(=O)N3CCOCC3)n(-c3ccccc3)c2=O)c1
  -31%, 4%, 28%, 0%, 3%, -7%, 1, 3%, -4%
CN(C)c1nc(N)c([N+](=O)[O-])c(NCC2CCCO2)n1 (stereo unspecified)
  95%[activator], -7%, 11%, -10%, -2%, -5%, 2, -12%, 6%
COc1cccc(C(=O)Nc2ccc(NC(=O)c3ccc(C(C)(C)C)cc3)cc2)c1
  -2%, -14%[59 µM], 14%, -3%, 0%, 4%, -3, 0%, -2%
CCc1nc2ccccc2c(C(=O)OCC(=O)NC(=O)c2cccn2C)c1C
  -11%, ., 9%, -10%, -12%, -26%, 3, ?, 1%
COc1ccc(-c2nc(C=O)cs2)cc1
  -10%, -5%, 27%, -9%, 2%, 14%, 6, -2%, -6%
CN(C(=O)c1cccs1)c1ccc(OCC(=O)Nc2ccc(C(=O)O)cc2)cc1
  -26%, 8%, 20%, 10%, 23%, -19%, -3, -17%, 0%
CC12CCC=CC1=C(C=O)C1C2CCC2(C)C(O)CCC12 (stereo unspecified)
  -21%, ., 14%[57 µM], -2%, 3%, -10%, -1, ., 3%
O=C(C1CCCO1)N1CCc2ccccc21 (stereo unspecified)
  -13%, -45%, 54%[activator], -11%, 18%, -8%, -6, 9%, -2%
COC(=O)c1ccc(NC(=O)C(C)N2Cc3ccccc3C2=O)cc1 (stereo unspecified)
  -1%, -7%[59 µM], 15%, -4%, 13%, -11%, 0, 0%, 1%
CC1=CC(=C2C(=O)c3ccccc3C2=O)C=C(C)N1C
  2%, 10%[59 µM], 0%, 7%, -6%, -28%, -18, -3%, 2%
Cc1ccc(C(=O)OCC(=O)NCc2cccs2)cc1C
  -2%, 12%, -12%, -5%, -32%, -13%[57.1 µM], 1, 4%, -10%
CCCSc1cc(N2CCOCC2)nc(-c2ccccc2Cl)n1
  -21%, -11%[12.7 µM], 135%, 5%, -11%, 111%[activator], -2, 66%[activator], -16%
Cc1cccc2cc(C(c3nnnn3Cc3ccccc3)N3CCCc4ccccc43)c(=O)[nH]c12 (stereo unspecified)
  ?, -5%, 9%, 3%, 10%, -18%, 5, 2%, -10%
Cc1ccc2c(C)c(C(=O)N3CCN(C4CCS(=O)(=O)C4)CC3)oc2c1C (stereo unspecified)
  -6%, ., 14%, -13%, 2%, -3%, 1, 18%, -2%
COC(=O)C1(C(=O)OC)NOC2C(=O)N(N(C)c3ncc(C(F)(F)F)cc3Cl)C(=O)C21 (stereo unspecified)
  24%, ?, 40%[activator], 8%, -12%, -21%, 3, 1%, 7%
COc1ccc2ccccc2c1C1CC(=O)N2CN(C3CCCCC3)CSC2=C1C#N (stereo unspecified)
  18µM*, 1.6µM*, ?, 14%, -50%, ?, -5, ?, -17%
COc1ccc(C)cc1NC(=O)C1CCCN1S(=O)(=O)c1ccc2c(c1)CCC(=O)N2 (stereo unspecified)
  480%[activator], ?, -14%, -5%, ?, ?, -7, -38%, 15%
CCOC(=O)Cc1csc(NC(=O)CSc2nc(=O)[nH]c3c2CCC3)n1
  -5%, -30%, 36%, -9%, -18%, 4%, -1, 2%, -2%
CC(C)c1cc(-c2cc(C(=O)NCc3ccccc3)on2)nc(NCC2CC2)n1
  -4%, -1%[12.7 µM], 71%[activator], 0%, 13%, 0%, -1, 13%, 0%
Cc1cc(Oc2ccc(=O)n(C)n2)nc(SCCOc2ccccc2)n1
  208%[activator], 27%, 42%[activator], ?, 21%, -4%, 5, 0%, 0%
COc1cccc(OCC(=O)N(Cc2nc(-c3ccc(Cl)cc3)no2)C(C)C)c1
  -6%, -5%, 90%[activator], 12%, 9%, 3%, -5, 4%, 2%
CC(C)N(C(=O)COC(=O)[C@@H]1CC(O)CN1S(=O)(=O)c1ccc(C(C)(C)C)cc1)C(C)C (stereo partly specified)
  0%, -7%, 25%, 11%, 12%, -21%, -1, ., 3%
O=C(CN1C(=O)COc2ccccc21)N1CCOCC1
  15%, ., 40%[activator], 11%, -9%, -22%, -4, 1%, 3%
COc1ccc(C2C(C(N)=O)=C(C)Nc3nc(-c4ccccc4OC)nn32)cc1OC (stereo unspecified)
  -47%, 24%[2.33 µM], 27%, -10%, -21%, -13%, 5, 15%, 0%
C=CCNC(=O)C(=O)N/N=C/c1cccc(Br)c1
  0%, -5%, 38%[activator], -2%, 2%, -2%, -1, -14%, 1%
C=CCn1c(SCC(=O)c2c(N)n(C)c(=O)n(C)c2=O)nc2sc(CC)cc2c1=O
  -30%, 9%, 17%, -1%, 8%, -9%, -2, 10%, -8%
CCOCCn1c(SCCc2ccccc2)nc2c1c(=O)[nH]c(=O)n2C
  38%[activator], ?, 5%, 5%, -35%, 0%, 3, 10%, -13%
